KCC2 mod = KCC2 cotransporter modulators, thallium flux, primary screen, cell-based, HEK293 KCC2, FluoZin-2 fluorescence, MLSMR; AID 1456, 2008; Solute carrier family 12 member 5 (Homo sapiens), Q9H2X9; B-score of Tl+ flux slope (higher = more flux/activation; lower = inhibition) at 10 µM; KCC2 cells, thallium flux FluoZin-2 fluorescence; 190,000 tested, 2.2% active;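 active means thallium flux slope and its plate-corrected score both differing from the plate sample mean at a set confidence after two filtering rounds, in either direction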;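 further: slope of fluorescence scaled to starting intensity during 10 to 20 s after thallium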
NCF1 inh = p47phox/p22phox peptide binding inhibitors, primary screen, biochemical, uHTS, NADPH oxidase regulatory subunit | fluorescence polarization, 2 h | inhibition, % at 24.7 µM | 220,000 tested, 0.53% active;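 further: 0% = p47phox with labelled peptide and 100% = labelled peptide alone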
14-3-3 Bad PPI = inhibitors of 14-3-3 zeta/Bad binding, primary screen, biochemical, TR-FRET, bovine 14-3-3 zeta; 14-3-3 protein zeta/delta (Bos taurus), P63103; TR-FRET 14-3-3zeta/Dy647-pBad peptide displacement, 1 h; inhibition, % at 21.7 µM; 220,000 tested, 0.71% active;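 active means inhibition above about 70%, limit read from the data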;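 further: 0% = full 14-3-3 plus peptide FRET controls and 100% = background without 14-3-3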
eIF4E 4G PPI = eIF4E–eIF4G protein interaction inhibitors, primary screen, biochemical, uHTS, TR-FRET, eIF4GI fragment. AID 782, 2007. TR-FRET eIF4E-eIF4GI(517-606) binding, 2 h. inhibition, % at 21.7 µM. 220,000 tested, 0.37% active;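 further: 0% = full FRET control wells and 100% = background wells lacking eIF4GI fragment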
Target sequence (P63073 whole entry, looked up, the tested form may be a part): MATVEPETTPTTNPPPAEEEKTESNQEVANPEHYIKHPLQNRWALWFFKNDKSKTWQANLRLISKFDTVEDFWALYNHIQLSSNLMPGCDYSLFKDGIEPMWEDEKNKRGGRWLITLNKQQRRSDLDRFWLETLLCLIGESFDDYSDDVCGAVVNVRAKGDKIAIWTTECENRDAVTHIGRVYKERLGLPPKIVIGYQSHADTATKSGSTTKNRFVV
Target sequence (Q04637 whole entry, looked up, the tested form may be a part): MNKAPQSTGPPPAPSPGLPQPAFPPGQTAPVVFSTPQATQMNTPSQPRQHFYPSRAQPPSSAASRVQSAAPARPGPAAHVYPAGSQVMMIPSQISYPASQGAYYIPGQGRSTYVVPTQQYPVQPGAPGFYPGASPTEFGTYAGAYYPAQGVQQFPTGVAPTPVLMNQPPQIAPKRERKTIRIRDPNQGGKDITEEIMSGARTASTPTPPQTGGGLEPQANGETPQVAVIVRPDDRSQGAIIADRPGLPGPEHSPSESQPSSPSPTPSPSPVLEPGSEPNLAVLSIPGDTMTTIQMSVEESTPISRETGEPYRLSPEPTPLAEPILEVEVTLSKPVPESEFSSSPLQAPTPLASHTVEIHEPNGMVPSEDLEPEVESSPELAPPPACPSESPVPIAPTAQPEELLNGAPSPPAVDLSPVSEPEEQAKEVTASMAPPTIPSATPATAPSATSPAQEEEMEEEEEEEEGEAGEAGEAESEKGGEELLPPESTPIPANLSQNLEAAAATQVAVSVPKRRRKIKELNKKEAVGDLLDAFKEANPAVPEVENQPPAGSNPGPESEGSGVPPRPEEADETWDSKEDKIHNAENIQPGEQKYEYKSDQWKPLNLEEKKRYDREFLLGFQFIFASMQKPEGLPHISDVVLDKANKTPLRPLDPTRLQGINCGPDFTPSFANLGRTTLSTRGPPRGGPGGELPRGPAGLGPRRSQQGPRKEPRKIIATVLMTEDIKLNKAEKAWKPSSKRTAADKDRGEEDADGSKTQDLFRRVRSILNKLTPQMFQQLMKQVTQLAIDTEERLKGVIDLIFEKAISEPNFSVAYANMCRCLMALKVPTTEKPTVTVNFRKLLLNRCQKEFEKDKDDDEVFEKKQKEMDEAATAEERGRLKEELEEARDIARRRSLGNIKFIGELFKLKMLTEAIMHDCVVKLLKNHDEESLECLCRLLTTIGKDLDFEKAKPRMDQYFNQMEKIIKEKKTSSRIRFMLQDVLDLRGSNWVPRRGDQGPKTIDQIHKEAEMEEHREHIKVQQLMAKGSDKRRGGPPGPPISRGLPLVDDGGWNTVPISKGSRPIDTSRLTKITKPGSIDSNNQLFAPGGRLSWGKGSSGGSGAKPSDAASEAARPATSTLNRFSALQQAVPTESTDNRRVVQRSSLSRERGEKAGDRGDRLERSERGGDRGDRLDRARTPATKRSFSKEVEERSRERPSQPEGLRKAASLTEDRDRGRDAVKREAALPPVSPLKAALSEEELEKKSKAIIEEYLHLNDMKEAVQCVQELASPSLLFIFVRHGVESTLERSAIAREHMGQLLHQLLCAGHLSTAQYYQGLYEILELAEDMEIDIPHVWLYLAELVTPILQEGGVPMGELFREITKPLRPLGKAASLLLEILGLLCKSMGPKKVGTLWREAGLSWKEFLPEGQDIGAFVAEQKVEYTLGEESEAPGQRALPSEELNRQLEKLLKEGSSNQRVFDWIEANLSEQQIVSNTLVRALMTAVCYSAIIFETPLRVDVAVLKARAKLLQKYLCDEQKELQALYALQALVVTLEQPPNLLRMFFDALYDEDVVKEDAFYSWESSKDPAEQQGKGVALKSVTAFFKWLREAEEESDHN
thrombin 1536 = human alpha-thrombin inhibitors, primary screen, counter-screen for coagulation protease inhibitor project, biochemical, 1536-well, fluorogenic AMC substrate. inhibition, % at 5 µM. 220,000 tested, 0.26% active. Boc-VPR-AMC fluorogenic substrate cleavage. AID 1046, 2008;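 active means inhibition at or above 40%; inactive means inhibition below 40%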;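 further: 0% = enzyme with no compound and 100% = wells without enzyme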
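System – human alpha-thrombin protein · Reagent – Boc-VPR-AMC substrate, 15 µM final · Compound – 5 µM single dose in 0.2% DMSO · Schedule – reaction at room temperature · Technique – AMC fluorescence at 355 nm excitation and 460 nm emission · Read-out basis – % inhibition relative to enzyme controls and enzyme-free blanks · Control set – no-compound enzyme wells and no-enzyme blanks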
Rad51 HR inh = human RAD51 strand exchange inhibitors, primary screen, biochemical, fluorescence. hRad51 DNA strand exchange, fluorescence dequenching. inhibition, % at 10 µM. 200,000 tested, 0.085% active. DNA repair protein RAD51 homolog 1 (Homo sapiens), Q06609;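 active means inhibition above 40% at the single screening dose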;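 further: 0% = DMSO control wells and 100% = blanks with heterologous ssDNA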
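Material: human Rad51–ssDNA filaments; Probe or stimulus: labelled 47-mer dsDNA for strand exchange; Doses: single 10 µM dose; Incubation: 37 °C 15-min filament assembly, 30-min compound preincubation, 15-min exchange; Technique: FRET fluorescence dequenching, excitation 485 nm, emission 520 nm; Measure: Fluorescence-based percent inhibition, control- and blank-normalised; Benchmarks: plate control and blank wells.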
EBV gp42 inh = Epstein-Barr virus gp42 inhibitors, primary screen, biochemical, uHTS, fluorescence polarization; Glycoprotein 42 (Epstein-Barr virus (strain AG876)), Q1HVG2; Fluorescence polarization binding assay, mP read-out; inhibition, % (tested at 21.74 µM); 220,000 tested, 0.42% active; AID 1085, 2008; in the data active means inhibition above about 50%
Furin inhibitor = human furin inhibitors, primary screen, biochemical, fluorescence intensity | P09958 | purified furin, fluorogenic substrate cleavage | inhibition, % at 30 µM | 220,000 tested, 0.061% active; in the data active means inhibition above about 25%; further: inactives centre near -15
hK5 inh = human KLK5 protease inhibitors, primary screen, biochemical, 1536-well; Kallikrein-5 (Homo sapiens), Q9Y337; recombinant hK5, fluorogenic AMC substrate cleavage; inhibition, % at 5 µM; 210,000 tested, 0.59% active; AID 873, 2007;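 active means inhibition of 40% or more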;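 further: 0% = enzyme controls without compound and 100% = no-enzyme blanks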
* = called active by the depositor; x = no result given; [ ] = dose if it differs, or a comment.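 How the source made its calls, unless noted: active means inhibition above about 30% (limit read from the data); inactive means the rest.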

Values run as follows: KCC2 mod	NCF1 inh	14-3-3 Bad PPI	eIF4E 4G PPI	thrombin 1536	Rad51 HR inh	EBV gp42 inh	Furin inhibitor	hK5 inh
- COc1ccccc1NC(=S)NCc1ccc2c(c1)OCO2
    0.00049	-12	-2	4	-2	x	-12	-20	-20
- CCOC(=O)N1CCN(C(=S)Nc2ccc(C)c(C)c2)CC1
    0.049	-12	-4[fluorescence artefact?]	3[fluorescence artefact?]	-5	7	-10	-19	-8
- Oc1csc(Cc2nc(-c3ccc(-c4ccccc4)cc3)cs2)n1
    x	-22	4	-19	8	0	-22	-4[20 µM]	-2
- O=c1c2c(nc3nc(Cc4ccccc4)[nH]n13)CCC2
    -0.17	-5	-3	-8	-1	5	-6	-7[20 µM]	20
- O=Cc1ccc(OCc2cn3ccccc3n2)cc1
    0.026	-5	-4	1	-29	-2	-3	-12	-1
- O=C(NCCCN1CCOCC1)C1(c2ccccc2)CCCC1
    -1.2	4	1	-2	-2	1	-10	-9[20 µM]	15
- CC(C)c1cc(C(C)C)c(S(=O)(=O)NNC(=O)c2ccncc2)c(C(C)C)c1
    -0.35	-9	-9[fluorescence artefact?]	-4[fluorescence artefact?]	-1	x	11	-15	-3
- Cc1c(Cl)cccc1NC(=O)COC(=O)c1c2c(nc3ccccc13)CCN(Cc1ccccc1)C2
    0.94	-84	2	-5	0	-14	-45	-4	5
- CC1CC(=O)Nc2ccccc2N1C(=O)Nc1ccc(F)cc1 (stereo not drawn)
    -0.31	-2	-1	0	10	-6	-5	-6	55*
- O=C(CN1CCN(C(=O)c2ccccc2)CC1)Nc1ccc(Br)cn1
    -0.4	4	1	1	-4	-1	-2	-18	3
- NS(=O)(=O)c1ccc(NC(=O)COC(=O)CCC2CCCC2)cc1
    1.2	-13	-16	1	5	-2	0	-23	-8
- COc1cc(C)nc(OCCNS(=O)(=O)c2cc(C)ccc2C)n1
    0.012	-8	-18[fluorescence artefact?]	1[fluorescence artefact?]	-7	2	-5	-10	-21
- Cc1cc(-c2nnc(SCc3ccccn3)o2)no1
    0.26	-15	-9	-6	0	5	-12	-25	-2
- O=c1cc(N2CCc3ccccc32)[nH]c(=O)n1-c1ccc(Br)cc1
    x	-7	-5	0	-3	-1	-4	-23	-22
- CCC(CO)n1c(SCc2cc([N+](=O)[O-])cc3c2OCOC3)nc2ccccc2c1=O (stereo not drawn)
    -1.3	-12	5	3[fluorescence artefact?]	-6	-3	-9	3	-15
- O=C(c1ccc(Cl)c(S(=O)(=O)N2CCCCCC2)c1)N1CCOCC1
    0.78	3	-7	3	-4	1	-6	-25	-13
- COc1ccc(/C=N/NC(=O)c2ccoc2C)cc1COc1c(C)cccc1C
    -1	-10	-7	0	-18	-2	10	-13[20 µM]	-12
- O=C(Nc1ccccc1)/C(=C/c1ccc2c(c1)OCO2)NC(=O)c1ccco1
    0.56	-5	-19	9	-8	6	-7	-6	-17
- Cc1ccc(C)n1-c1cccc(S(=O)(=O)N2CCOCC2)c1
    0.54	-21	45	2	1	-14	-15	0	-14
- O=C(NCc1ccco1)c1ccc(COc2cccc3ccccc23)cc1
    -0.6	-11	2	7[fluorescence artefact?]	-4	-12	-7	-14	-9
- CS(=O)(=O)N1CCN(Cc2ccccc2C(F)(F)F)CC1
    0.61	-10	-5	-3	-7	9	-2	-2	1
- COc1ccc(N2CCN(CCCNC(=O)C3CCC(CNc4nc(=S)[nH]c5ccccc45)CC3)CC2)cc1 (stereo not drawn)
    -0.014	-8	-1	-3	-6	4	4	-12	1
- Cc1ccc(Nc2nc(CSc3nnc(-c4cccnc4)n3-c3ccccc3F)cs2)cc1
    -1.6	-42	-3	-1	0	-23	-8	-14	-11
- COc1cccc(/C=N/NC(=O)c2cc(-c3cccn3C)n[nH]2)c1
    -0.12	-26	-10	-1	10	-2	-8	1[20 µM]	5
- COc1ccc(/C=N/NC(=O)Cn2nc(C)c([N+](=O)[O-])c2C)cc1
    0.83	-7	-5	4	-5	-9	-9	-1	-22
- Cc1cc(C)cc(NS(=O)(=O)c2ccc(NC(=S)NC(=O)c3cccs3)cc2)c1
    0.19	-10	-3[fluorescence artefact?]	3	-5	1	9	0	-24
- CC(CCc1ccc(O)cc1)NC1C2CC3CC(C2)CC1C3 (stereo not drawn)
    -0.4	0	-4	-2[fluorescence artefact?]	-6	1	-15	-10	-22
- Clc1ccc(CSc2nnc(-c3sccc3-n3cccc3)o2)cc1
    -1.4	-5	-9	-13	-5	-12	8	-8[20 µM]	-8
- COc1ccc(NC(=O)COC(=O)c2ccc(Br)o2)cc1OC
    0.16	-15	0	1	-6	x	-23	-8	4
- Cc1ccc(CNC(=O)COc2ccc3c(c2)CCC3)cc1
    0.44	-17	-2	-1[fluorescence artefact?]	-3	-33	-8	-18	-9

The list goes on, starting with the last five of the part before.
Values run as follows: KCC2 mod	NCF1 inh	14-3-3 Bad PPI	eIF4E 4G PPI	thrombin 1536	Rad51 HR inh	EBV gp42 inh	Furin inhibitor	hK5 inh
- Cc1cc(C)cc(NS(=O)(=O)c2ccc(NC(=S)NC(=O)c3cccs3)cc2)c1
    0.19	-10	-3[fluorescence artefact?]	3	-5	1	9	0	-24
- CC(CCc1ccc(O)cc1)NC1C2CC3CC(C2)CC1C3 (stereo not drawn)
    -0.4	0	-4	-2[fluorescence artefact?]	-6	1	-15	-10	-22
- Clc1ccc(CSc2nnc(-c3sccc3-n3cccc3)o2)cc1
    -1.4	-5	-9	-13	-5	-12	8	-8[20 µM]	-8
- COc1ccc(NC(=O)COC(=O)c2ccc(Br)o2)cc1OC
    0.16	-15	0	1	-6	x	-23	-8	4
- Cc1ccc(CNC(=O)COc2ccc3c(c2)CCC3)cc1
    0.44	-17	-2	-1[fluorescence artefact?]	-3	-33	-8	-18	-9
- CCc1nccn1S(=O)(=O)c1ccc(OC)c(OC)c1
    0.73	-1	0	3	-5	2	-15	-26	0
- CCOc1ncccc1C(=O)N1CCN(c2cc(Cl)ccc2C)CC1
    0.12	-5	-10	-1	-4	20	-10	-17	-1
- COc1ccc(-n2c(-c3ccc(Br)cc3)c[n+]3c2CCCCC3)cc1
    0.82	-4	1	-1	x	0	-15	-13	-1
- O=C(O)c1cc(N/N=C/c2ccc3c(c2)OCO3)ccc1Cl
    -0.39	-4	3	0	0	5	-9	-24	1
- CCOc1ccc2nc(NC(=O)CS(=O)(=O)c3ccccc3)sc2c1
    -0.37	-3	1	2	0	3	-13	-13[20 µM]	5
- O=C1c2ccc3c4c(ccc(c24)C(=O)N1Cc1cccnc1)C(=O)N(Cc1cccnc1)C3=O
    -0.65	-9	5	-2	1	-2	1	-4[20 µM]	-22
- CCOC(=O)c1cc2c(ccn2C)n1Cc1ccc(C#N)cc1
    -1	-11	-10	3	2	-3	-6	-18	-9
- Cc1[nH]c2ccccc2c1Cc1nnc(SCC(=O)NCc2ccco2)o1
    -0.52	-6	1	0	-2	1	5	-25	28
- CN(C)S(=O)(=O)c1cccc(-c2nnc(SCC(=O)NCCCCCC(=O)O)n2-c2ccc(F)cc2)c1
    1.2	4	-1	-3	-5	4	-6	-16	0
- CCOC(=O)c1c(C)[nH]c(C(=O)C(C)OC(=O)c2oc3ccccc3c2COC)c1C (stereo not drawn)
    0.03	-8	0	11	-5	-23	1	-6[20 µM]	-13
- Cc1ccc(NC2CC(=O)N(Cc3ccccc3)C2=O)cc1 (stereo not drawn)
    0.42	2	-5	-2	-3	-2	-6	-14[20 µM]	-7
- Cc1nc2c(-c3ccccc3)c(C)[nH]n2c(=O)c1Cc1ccccc1
    4.9*	-10	-14	2	0	-16	-4	-12	-16
- C#CCn1c(S(=O)(=O)Cc2ccc(OC)cc2)nc(-c2ccccc2)c1-c1ccccc1
    -1.9	-13	7	-2	0	-1	17	-7[20 µM]	3
- C=CCc1ccccc1OCCNCc1ccccc1
    0.28	-10	17	-1	-2	6	-7	-17	-18
- COCCCNC(=O)CCn1c(=O)c2ccccc2n(CC(=O)Nc2ccccc2C)c1=O
    x	-2	10[fluorescence artefact?]	0[fluorescence artefact?]	1	-1	-12	-18	-11
- COc1cccc(CNC(=O)C2CCCN(c3nn4c(=O)cc(C)nc4s3)C2)c1OC (stereo not drawn)
    0.74	2	0	4	2	5	-7	-7[20 µM]	1
- CCCCCCC(=O)N(O)C1CC(=O)N(c2ccc(Br)cc2)C1=O (stereo not drawn)
    -0.44	-19	-3	3	7	4	-8	-28	-1

A stretch of the results above, for reference:
Values run as follows: KCC2 mod	NCF1 inh	14-3-3 Bad PPI	eIF4E 4G PPI	thrombin 1536	Rad51 HR inh	EBV gp42 inh	Furin inhibitor	hK5 inh
- C=CCc1ccccc1OCCNCc1ccccc1
    0.28	-10	17	-1	-2	6	-7	-17	-18
- COCCCNC(=O)CCn1c(=O)c2ccccc2n(CC(=O)Nc2ccccc2C)c1=O
    x	-2	10[fluorescence artefact?]	0[fluorescence artefact?]	1	-1	-12	-18	-11
- COc1cccc(CNC(=O)C2CCCN(c3nn4c(=O)cc(C)nc4s3)C2)c1OC (stereo not drawn)
    0.74	2	0	4	2	5	-7	-7[20 µM]	1
- CCCCCCC(=O)N(O)C1CC(=O)N(c2ccc(Br)cc2)C1=O (stereo not drawn)
    -0.44	-19	-3	3	7	4	-8	-28	-1

High-throughput results deposited in PubChem by several laboratories.
